# Dynein cargo inh = inhibitors of GR-EGFP nuclear translocation, primary screen, dynein cargo transport inhibitor project, imaging, high-content, 3617.4 mouse cells; test concentration mostly 20 µM; stimulated with dexamethasone, 1 µM; active compounds read low; z-score, hits read low; actives 0.47% (n = 220,000); AID 1381, 2008;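 active = plate z-score of nuclear minus cytoplasmic receptor signal below a set negative limit, without overly bright fluorescence or cell loss, cut at about -3.5 in these data, passing the limit was not always enough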;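 also: z-score of nuclear minus cytoplasmic ring GR-EGFP intensity difference per well; some compounds called inactive have numbers as strong as hits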
#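 Also added: dexamethasone, 1.0 µM final. Medium: tet-free, stripped-serum medium. Detection: fixed, Hoechst-stained cells imaged at 10x for EGFP. Read-out: nuclear-to-cytoplasmic GR-EGFP distribution per well. Times: induction 48 h, compound 1 h, agonist 30 min.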
# XIAP displacement = XIAP antagonists, biochemical, IAP family, fluorescence polarization (AID 1018) | E3 ubiquitin-protein ligase XIAP (Homo sapiens) | XIAP BIR domain, fluorescence polarization peptide displacement; higher % means a stronger effect | displacement, % at 20 µM; hits with a dose series show IC50 in µM | actives 0.007% (n = 200,000); in the data active = displacement above about 50%; also: a part of the inactive calls stands beside numbers as strong as those of hits
# ER stress rescue = rescue of cells from ER stress-induced death, primary screen, 384-well, CSM14.1, thapsigargin, ATP luminescence (AID 1222). CSM14.1 thapsigargin-induced death rescue, ATP luminescence; higher % means a stronger effect. cellular ATP content (survival), % at 20 µM; hits with a dose series show EC50 in µM. 190,000 tested, under 10 active;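 active = EC50 below 50 µM in the dose-response confirmation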;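 also: death triggered by thapsigargin at about 15 µM added after 2 h compound pretreatment; cell ATP read after overnight thapsigargin exposure of roughly 18 to 22 hours; normalized against plate controls of thapsigargin alone and 5% DMSO vehicle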
# Lipid droplet = inhibitors of hepatocyte lipid droplet formation, primary screen, imaging, high-throughput imaging, BODIPY stain. AID 1656, 2009. inhibition, % at 6.5 µM. actives 0.4% (n = 240,000). AML12 mouse hepatocytes, oleate lipid droplets;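 active = lipid droplet intensity inhibited by at least 50%, with more than 500 cells counted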
#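 Assay system: AML12 mouse liver cells | Compound: 6.5 µM single-point dosing | Schedule: Overnight exposure | Technique: Fluorescence imaging, 20x objective, two fields per well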
# Autophagy mod = autophagy modulators in MEF cells, primary screen, imaging, high-content, MEF GFP-LC3; MEF GFP-LC3 puncta imaging; test concentration mostly 10 µM; actives 0.98% (n = 190,000); calls only at 10 µM (by protocol);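 active = percentage of spot-positive cells more than 3 SD above its plate mean, without a fluorescence outlier flag or 80% toxicity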;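 also: spot-positive cell cutoff set from DMSO-treated cells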
# Ins promoter up = insulin promoter activators in MIN6 cells, imaging, high-content screening, mouse beta cells; MIN6 insulin promoter-GFP reporter; active compounds read high; z-score at 5 µM; actives 0.3% (n = 190,000); AID 1625, 2009;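 active = z-score above 3 at 5 µM with at least 500 cells counted in the well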
# WT yeast gro inh = growth inhibition of WT strain, primary screen, mitochondrial fusion inhibitor project, WT and mutant strains, chemical genetic; mitochondrial fusion phenotypic screen; inhibition, % at 10 µM; actives 2.1% (n = 190,000); in the data active = inhibition above about 58%; tested in S. cerevisiae
# b-catenin transl = modulators of beta-catenin nuclear translocation, primary screen, imaging, HeLa cells, immunofluorescence, high-content; AID 1665, 2009; actives 0.3% (n = 190,000); nuclear translocation activity, % at 5 µM;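 active = nuclear translocation activity above 50% at 5 µM, with a well cell count of 50 or more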;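 also: per-cell ratio of nuclear to cytoplasmic median beta-catenin stain intensity; plate controls were DMSO negative control for no effect and GSK-3 inhibitor IX positive control for full effect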
#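 Test system: human HeLa cells, endogenous beta-catenin. Times: 24 h compound exposure, 37°C. Measured by: beta-catenin immunofluorescence imaging with DAPI.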
# MT stabilizer = microtubule stabilizers in HeLa cells, primary screen, imaging, high-content imaging; HeLa tubulin immunostaining HCS, 24 h; share of cells brighter than vehicle mean+2SD; % tubulin-high responders, % at 10 µM; actives 0.83% (n = 200,000);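 active = plate Z-score above 3 for both tubulin-high and condensed-nucleus cell shares, with cell loss under 80%, at 10 µM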;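 also: anti alpha tubulin signal scored within the nucleus-defined area of each cell; some results filed as inactive read as strong as hits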
# WT yeast gro inh mutant strain = second read-out of WT yeast gro inh, no call of its own (marks repeat the call); inhibition, %; mitochondrial fusion phenotypic screen, mutant strain inhibition
# Dynein cargo inh cytoplasmic EGFP = also measured in Dynein cargo inh; calls as there; z-score; measured here: cytoplasmic GR-EGFP intensity; active compounds read high
# Dynein cargo inh nuclear GR-EGFP = further read-out of Dynein cargo inh, marked with its call; z-score; measured here: nuclear GR-EGFP intensity;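 lower value marks the stronger effect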
# Dynein cargo inh cell count = also measured in Dynein cargo inh; calls as there; z-score; measured here: cell count per field
# Ins promoter up cell count = second read-out of Ins promoter up, no call of its own (marks repeat the call); cell count; measured here: cytotoxicity, nuclei count;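 total cells summed across four imaged fields per well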
# Lipid droplet cells 6.5 µM = second read-out of Lipid droplet, no call of its own (marks repeat the call); cell count; measured here: cell count, cytotoxicity flag;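 cells counted across two imaged fields per well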
# b-catenin transl cell count 5 µM = further read-out of b-catenin transl, marked with its call; cell count; measured here: cell count, cytotoxicity flag
# MT stabilizer Hoechst-high % = recorded beside MT stabilizer, whose call it bears; % Hoechst-high responders; measured here: nuclear condensation Hoechst responders;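 share of cells brighter than vehicle mean plus two SD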
# MT stabilizer cytotoxicity % = second read-out of MT stabilizer, no call of its own (marks repeat the call); toxicity, %; measured here: cytotoxicity by cell density;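 0% = mean cell density of plate MIN control wells and 100% = no cells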
# Autophagy mod cell loss 18 h = also measured in Autophagy mod; calls as there; toxicity, %; measured here: cell loss, nuclei count;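 cell loss after 18 h compound exposure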
# Starred values were filed as active, the others as inactive; i = inactive; / = not tested or not shown.
SMILES,Dynein cargo inh,Dynein cargo inh cytoplasmic EGFP,Dynein cargo inh nuclear GR-EGFP,Dynein cargo inh cell count,XIAP displacement,ER stress rescue,Lipid droplet,Lipid droplet cells 6.5 µM,Autophagy mod,Autophagy mod cell loss 18 h,Ins promoter up,Ins promoter up cell count,WT yeast gro inh,WT yeast gro inh mutant strain,b-catenin transl,b-catenin transl cell count 5 µM,MT stabilizer,MT stabilizer Hoechst-high %,MT stabilizer cytotoxicity %
O=S(=O)(Nc1cc(C(F)(F)F)ccc1N1CCOCC1)c1ccc2ccccc2c1,-0.239,-0.328,-0.475,0.298,-10.4%,-3.1%,-0.1,627,i,6.8,-0.07,1333,55.2,5.1,-4.1,578,2.2,1.9,9.4
S=c1[nH]nc(-c2ccco2)n1/N=C/C=C/c1ccccc1,0.948,-0.169,0.496,-1.11,1.7%,-1.5%,/,/,i,-0.2,0.8,1587,3.9,-1.8,-0.6,1329,2.0,1.4,6.5
COc1ccc(-c2ccc(-c3noc(-c4ccco4)n3)c(OC)n2)cc1,1.58,-0.182,1.4,0.0805,-4.6%,0.8%,2.1,730,i,-45.4,0.47,1103,-22.3,-7.8,-0.3,1208,3.9,2.7,13.1
Cc1nnc(-c2cnn(C)c2N)n1Cc1ccc2c(c1)OCO2,0.687,-0.137,0.844,-0.836,-20.0%,-1.3%,4.3,699,i,-5.3,/,/,-1.4,2.8,0.6,1556,4.2,1.5,4.3
Cc1ccc(NC(C)C(=O)N/N=C/c2ccc([N+](=O)[O-])s2)cc1 (stereo not drawn),-0.829,-0.357,-0.127,1.3,-1.5%,-0.8%,-6.5,677,i,-1.3,-0.01,1259,5.8,-14.8,-2.7,1037,3.8,2.1,3.5
CC(C)OCCCNC(=O)C(NS(=O)(=O)c1ccc2c(c1)c(=O)n(C)c(=O)n2C)c1ccccc1 (stereo not drawn),-0.385,-0.307,-0.175,0.659,-3.0%,-0.6%,2.8,704,i,-2.4,/,/,-2.8,1.5,-4.9,1089,5.0,1.5,3.6
O=C(CN1CCCC1)N1c2ccccc2Sc2ccccc21,-0.714,-0.477,-0.298,0.423,0.3%,4.3%,0.7,731,i,5.5,/,/,-1.1,-4.8,-3.8,1206,2.1,1.9,10.5
Cc1ccc(-c2nn(-c3ccccc3)cc2NC(=O)CCl)cc1,-0.238,-0.223,0.336,1.05,-13.7%,-3.1%,15.3,697,i,6.0,0.27,1240,-10.3,-4.7,-3.4,1011,2.0,3.3,9.8
CC1Cc2ccccc2N1c1ncnc2nc[nH]c12 (stereo not drawn),0.483,-0.0836,0.391,-0.502,-10.9%,/,-9.6,648,i,6.0,-0.28,1564,-8.0,8.3,3.5,1009,10.2,2.4,12.1
Cn1c(CS/C(N)=N/N=C/c2ccccc2)c(Br)c(=O)n1-c1ccccc1,0.23,0.112,1.36,-1.54,-3.8%,-3.3%,-16.4,775,i,8.3,1.05,1123,12.7,-4.1,0.5,532,3.0,2.8,0.1
COc1ccccc1C(=O)Nc1ccc2c(c1)nc1n2CCN(Cc2ccccc2)C1,-0.342,-0.323,-0.111,0.313,-10.8%,0.8%,24.7,679,i,-9.3,-0.28,1493,16.7,29.7,-2.1,965,1.8,0.8,7.8
Cc1nnc(SCC(=O)Nc2nsc(-c3ccc(C(C)(C)C)cc3)n2)s1,0.416,-0.109,0.557,-0.235,-2.3%,-3.1%,/,/,i,0.0,-0.42,861,23.1,3.9,/,/,4.7,2.5,8.4
O=C(Nc1ccc(Cl)cc1Cl)C1CCC(=O)N1Cc1ccccc1Cl (stereo not drawn),0.0142,-0.161,-0.197,0.43,-5.4%,-2.5%,/,/,i,-6.9,-0.04,1392,10.5,3.2,2.7,1382,1.9,1.3,3.2
S=C(Nc1ccccc1)N1CCN(C(=S)c2ccccc2)CC1,-1.28,-0.292,-0.647,0.849,-22.7%,0.1%,-28.0,708,i,23.1,0.45,1428,8.1,13.1,2.1,842,1.7,1.2,0.7
O=C(NCc1ccccc1)Nc1cccn(Cc2ccc(F)cc2)c1=O,1.93,-0.265,0.58,-0.767,-28.2%,-2.2%,5.1,574,i,-2.0,0.11,1327,-13.6,-21.4,-1.5,1013,4.1,3.2,8.8
COc1cc2c(cc1OC)C(c1ccco1)CC(=O)N2 (stereo not drawn),-0.152,-0.177,0.258,0.302,-3.3%,/,12.0,734,i,-7.4,0.29,1795,21.4,-2.8,-0.4,1065,2.8,2.8,0.5
CC(=O)c1c(C)nc(C)nc1NC(=O)Cc1ccccc1,-0.68,-0.235,-0.0809,0.462,-1.0%,-2.5%,-16.1,723,i,-2.8,/,/,-13.9,7.3,0.9,1030,2.9,1.8,67.6
CCn1c(SCC(=O)OC2CCCCC2)nc2ccccc2c1=O,-0.222,-0.224,0.0752,0.155,-5.3%,-0.2%,-7.7,751,i,-3.8,0.67,1255,3.4,5.5,-0.4,1042,2.3,2.0,8.0
CCC(C)(C)n1nnnc1C(c1ccc(O)c(OC)c1)N1CCN(c2nc3ccccc3s2)CC1 (stereo not drawn),-0.0435,0.194,0.393,-0.548,-0.4%,1.9%,/,/,i,-7.5,-0.88,1087,17.2,-3.6,-2.9,1008,5.6,3.3,16.8
CC(C)C(NC(=O)Cc1ccccc1[N+](=O)[O-])C(C)C,-0.0412,-0.204,0.0807,0.066,-0.3%,3.1%,-18.6,615,i,7.0,0.66,1471,-6.3,-8.7,-1.0,1006,2.7,2.2,9.6

# Next part, starting with the last three of the part before.
SMILES,Dynein cargo inh,Dynein cargo inh cytoplasmic EGFP,Dynein cargo inh nuclear GR-EGFP,Dynein cargo inh cell count,XIAP displacement,ER stress rescue,Lipid droplet,Lipid droplet cells 6.5 µM,Autophagy mod,Autophagy mod cell loss 18 h,Ins promoter up,Ins promoter up cell count,WT yeast gro inh,WT yeast gro inh mutant strain,b-catenin transl,b-catenin transl cell count 5 µM,MT stabilizer,MT stabilizer Hoechst-high %,MT stabilizer cytotoxicity %
CCn1c(SCC(=O)OC2CCCCC2)nc2ccccc2c1=O,-0.222,-0.224,0.0752,0.155,-5.3%,-0.2%,-7.7,751,i,-3.8,0.67,1255,3.4,5.5,-0.4,1042,2.3,2.0,8.0
CCC(C)(C)n1nnnc1C(c1ccc(O)c(OC)c1)N1CCN(c2nc3ccccc3s2)CC1 (stereo not drawn),-0.0435,0.194,0.393,-0.548,-0.4%,1.9%,/,/,i,-7.5,-0.88,1087,17.2,-3.6,-2.9,1008,5.6,3.3,16.8
CC(C)C(NC(=O)Cc1ccccc1[N+](=O)[O-])C(C)C,-0.0412,-0.204,0.0807,0.066,-0.3%,3.1%,-18.6,615,i,7.0,0.66,1471,-6.3,-8.7,-1.0,1006,2.7,2.2,9.6
CC(c1ccon1)N(C)Cc1cn(C)nc1-c1ccc2c(c1)OCCO2 (stereo not drawn),-0.79,-0.234,-0.453,1.09,/,/,1.6,667,/,/,0.25,1088,/,/,-0.1,1289,/,/,/
CCCOc1cccc(C(=O)Nc2cccnc2)c1,0.356,-0.134,0.0238,-0.17,-3.5%,2.1%,/,/,i,15.4,0.58,1149,6.3,0.3,-2.4,966,5.1,1.3,4.0
Cc1nc2cc(-n3ccc(=O)cc3)ccc2n1-c1ccccc1,0.947,-0.247,0.623,-1.33,-0.5%,/,8.0,718,i,-1.2,0.01,1219,20.6,17.3,/,/,2.2,2.4,16.2
COC(=O)CSc1nnc(CNS(=O)(=O)c2ccc(C)cc2)n1C,0.399,-0.182,0.204,0.327,-8.8%,3.7%,/,/,i,6.4,1.49,1006,-13.2,-9.7,-3.2,1003,1.0,2.5,13.1
Cc1cc(F)c(F)c(C(=O)N2CCOCC2)c1Cl,-0.769,-0.238,-0.371,0.769,0.1%,-0.1%,-6.0,750,i,-1.4,/,/,-10.7,-0.2,-1.7,1117,4.2,2.2,8.0
CN(C(=O)CO/N=C/c1ccc(Cl)cc1)c1ccccc1,-0.602,-0.299,-0.507,0.604,-5.4%,2.1%,18.2,682,i,10.1,-0.39,1321,1.1,16.3,-0.3,1114,3.7,1.2,8.6
O=c1[nH][nH]c2ccccc2c1=O,-0.638,-0.278,-0.316,1.7,/,/,-0.7,704,/,/,-0.9,1255,/,/,2.2,1273,/,/,/
Cc1cc(C(c2nnnn2Cc2ccccc2)N2CCOCC2)c(C)n1-c1ccc2c(c1)OCO2 (stereo not drawn),-1.28,-0.254,-0.534,0.557,-4.7%,1.6%,/,/,i,18.7,/,/,-59.7,2.0,-2.0,1143,4.0,4.8,7.9
COc1ccc(NC(=O)C(CC(=O)O)Cc2ccccc2)cc1 (stereo not drawn),1.23,-0.183,1.45,-0.7,-1.7%,-0.1%,/,/,i,-2.6,-0.17,1575,7.6,-4.7,0.5,581,1.7,2.0,11.0
Cc1ccc(/C=C/C(=O)NC(C)c2ccccc2)cc1 (stereo not drawn),-1.13,-0.309,-1.02,1.23,0.2%,3.7%,-34.2,581,i,2.0,-0.29,1318,-3.1,-3.9,-4.0,580,1.9,3.8,5.0
CN(Cc1nc(CCc2ccccc2)no1)Cc1cccs1,-0.186,-0.278,-0.189,-0.0123,-2.8%,-2.3%,12.2,732,i,5.4,0.01,1444,11.8,-1.6,-0.3,1144,4.4,2.5,1.2

# Assay outcomes as filed in PubChem.
